# Assay outcomes from PubChem.
# Rad51 HR inh: human RAD51 strand exchange inhibitors, primary screen, biochemical, fluorescence | hRad51 DNA strand exchange, fluorescence dequenching | inhibition, % at 10 µM | DNA repair protein RAD51 homolog 1 (Homo sapiens), Q06609 | AID 1385, 2008 | 0.085% of 200,000 active;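 active means inhibition above 40% at the single screening dose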;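 further: 0% = DMSO control wells and 100% = blanks with heterologous ssDNA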
# Target sequence (Q06609 whole entry, looked up): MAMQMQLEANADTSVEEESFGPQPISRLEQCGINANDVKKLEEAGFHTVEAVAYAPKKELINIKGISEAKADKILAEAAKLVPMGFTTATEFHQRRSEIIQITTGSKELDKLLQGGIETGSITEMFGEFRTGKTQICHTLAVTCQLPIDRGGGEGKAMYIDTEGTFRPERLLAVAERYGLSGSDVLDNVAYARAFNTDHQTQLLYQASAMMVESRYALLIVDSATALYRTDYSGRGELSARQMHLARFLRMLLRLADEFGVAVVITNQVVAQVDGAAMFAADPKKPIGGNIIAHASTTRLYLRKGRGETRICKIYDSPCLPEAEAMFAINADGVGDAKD
#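 Assay system: Human Rad51 nucleoprotein filaments preassembled on unlabelled ssDNA | Reagent: Donor/quencher-labelled 47-bp dsDNA substrate | Doses: One concentration, 10 µM final | Times: 37 °C 15-min filament assembly, 30-min compound preincubation, 15-min exchange | Technique: Fluorescein emission 520 nm, excitation 485 nm | Benchmarks: Plate control and blank wells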
# Thrombin inh: human alpha-thrombin inhibitors, primary screen, counter-screen for coagulation protease inhibitor project, biochemical, 1536-well, fluorogenic AMC substrate; inhibition, % at 5 µM; Prothrombin (Homo sapiens), P00734; Boc-VPR-AMC fluorogenic substrate cleavage; 0.26% of 220,000 active;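 active means inhibition at or above 40%; inactive means inhibition below 40%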;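 further: 0% = enzyme with no compound and 100% = wells without enzyme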
#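 Material: human alpha-thrombin protein; Also added: Boc-VPR-AMC substrate, 15 µM final; Timing: enzyme reaction carried out at room temperature; Signal: fluorescence, ex 355 nm, em 460 nm; Measure: % inhibition of thrombin; Controls: enzyme without compound as high, wells lacking enzyme as low.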
# PERK inh: block of dimerizer-induced PERK translation repression, primary screen, PERK inhibitor project, CHO PERK-DD cells, SEAP luminescence, HTS; Eukaryotic translation initiation factor 2-alpha kinase 3 (Homo sapiens), Q9NZJ5; inhibition, % at 5.6 µM; CHO PERK-DD fusion, SEAP luminescence translation reporter; 0.17% of 220,000 active;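 active means inhibition above the mean inhibition of all tested compounds plus 3 SD, set separately per screening campaign, cut at about 2.9% in these data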;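 further: PERK kinase domain activated by AP20187 dimerizer at 100 nM; 0% = DMSO with dimerizer and 100% = rapamycin at 8.4 µM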
# Furin inhibitor: human furin inhibitors, primary screen, biochemical, fluorescence intensity; P09958; purified furin, fluorogenic substrate cleavage; inhibition, % at 30 µM; 0.061% of 220,000 active; in the data active means inhibition above about 25%; further: inactives centre near -15
# m-calpain inh: inhibitors of pig calpain II, primary screen, biochemical, fluorogenic peptide substrate, 1536-well; purified calpain II, 30 min; inhibition, % at 16 µM; 0.37% of 220,000 active; AID 1236, 2008;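 active means inhibition above about 50%, limit read from the data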
# FXIIa inh: human FXIIa protease inhibitors, primary screen, biochemical, 1536-well; Coagulation factor XII (Homo sapiens), P00748; purified FXIIa, Boc-QGR-AMC fluorogenic substrate, 2 h; inhibition, % at 5 µM; 0.3% of 220,000 active; AID 800, 2007; in the data active means inhibition above about 40%;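 further: 0% = enzyme with no compound and 100% = blank without enzyme; many of its hits are not listed in these tables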
# Target sequence (P00748 20-372 limits assumed): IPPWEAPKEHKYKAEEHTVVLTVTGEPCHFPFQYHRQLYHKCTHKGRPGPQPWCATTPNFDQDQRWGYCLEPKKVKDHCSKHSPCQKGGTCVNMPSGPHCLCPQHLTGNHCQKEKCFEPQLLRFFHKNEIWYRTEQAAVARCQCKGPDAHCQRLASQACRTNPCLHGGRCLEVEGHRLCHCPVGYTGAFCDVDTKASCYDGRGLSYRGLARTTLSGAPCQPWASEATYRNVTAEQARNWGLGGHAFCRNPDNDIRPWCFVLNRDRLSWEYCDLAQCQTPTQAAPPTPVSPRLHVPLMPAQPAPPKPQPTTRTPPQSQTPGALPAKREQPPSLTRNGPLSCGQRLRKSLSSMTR
# Target sequence (P00748 373-615 limits assumed): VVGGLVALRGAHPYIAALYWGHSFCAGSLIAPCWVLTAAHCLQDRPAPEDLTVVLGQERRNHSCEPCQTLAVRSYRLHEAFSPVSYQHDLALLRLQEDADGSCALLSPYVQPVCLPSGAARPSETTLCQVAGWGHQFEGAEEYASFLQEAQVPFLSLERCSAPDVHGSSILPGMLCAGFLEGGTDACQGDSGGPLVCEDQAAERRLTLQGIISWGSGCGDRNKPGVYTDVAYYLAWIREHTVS
# FXIa inh: human FXIa protease inhibitors, primary screen, biochemical, 1536-well; Coagulation factor XI (Homo sapiens), P03951; purified FXIa, Boc-Glu-Ala-Arg-AMC fluorogenic substrate; inhibition, % at 5 µM; 0.14% of 220,000 active; AID 798, 2007;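 active means inhibition of at least 40%; inactive means inhibition below 40%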;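 further: fluorescence of freed AMC excited at 355 nm; 0% = enzyme without compound and 100% = no enzyme blank; many of its hits are not listed in these tables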
# KCC2 mod: KCC2 cotransporter modulators, thallium flux, primary screen, cell-based, HEK293 KCC2, FluoZin-2 fluorescence, MLSMR; Solute carrier family 12 member 5 (Homo sapiens), Q9H2X9; AID 1456, 2008; KCC2 cells, thallium flux FluoZin-2 fluorescence; 2.2% of 190,000 active; B-score of Tl+ flux slope (higher = more flux/activation; lower = inhibition) at 10 µM;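 active means thallium flux slope and its plate-corrected score both differing from the plate sample mean at a set confidence after two filtering rounds, in either direction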;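 further: slope of fluorescence scaled to starting intensity during 10 to 20 s after thallium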
# hK5 inh: human KLK5 protease inhibitors, primary screen, biochemical, 1536-well. recombinant hK5, fluorogenic AMC substrate cleavage. Kallikrein-5 (Homo sapiens), Q9Y337. inhibition, % at 5 µM. AID 873, 2007. 0.59% of 210,000 active;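 active means inhibition of 40% or more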;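 further: 0% = enzyme controls without compound and 100% = no-enzyme blanks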
# * = called active by the depositor; i = inactive; / = not tested or not shown; [ ] = remark or other dose.
nr	SMILES	Rad51 HR inh	Thrombin inh	PERK inh	Furin inhibitor	m-calpain inh	FXIIa inh	FXIa inh	KCC2 mod	hK5 inh
1	COc1cc2c3c(c1OC)C1(C=CC(=O)C=C1)CC3N(C(=O)CCC(=O)O)CC2 (centres undefined)	-23	1	1.1	-18	0	8	2	0.031	2
2	CC1CC(C)CN(CCCNC(=O)c2ccc(CS(=O)(=O)Cc3ccccc3F)o2)C1 (centres undefined)	-7	-4	-0.1	-23	17	10	5	/	-14
3	O=C(Oc1c(Cl)cc(Cl)c2cccnc12)c1ccco1	/	1	-0.1	-24[20 µM]	-7	10	1	/	-12
4	CCCCOc1ccccc1Cn1c(=O)oc2ccccc21	-3	4	-0.5	-28	6	21	7	1.2	2
5	COc1ccc(S(=O)(=O)Nc2ccc3c(c2)OCO3)cc1Cl	/	-11	0.3	-14[20 µM]	-40	4	1	/	-22
6	CC(=O)c1cnc2c(-c3ccc(Cl)cc3)c(C)nn2c1C	1	2	1.0	-9[20 µM]	-53	14	4	-0.02	-3
7	Clc1ccccc1Nc1c2c(nc3ncnn13)CCC2	3	-7	0.4	-28	17	6	-2	/	-5
8	CCC(=O)NCCCCCCNC(=O)CC	6	-7	-0.4	-23[20 µM]	-17	0	-1	0.93	0
9	O=C(Cn1nnc(-c2cccs2)n1)NCc1ccccc1	10	3	0.5	-26	-12	2	-2	-0.04	-7
10	CC(C)(C)c1ccc(/C=C2/SC(N3CCCC3)=NC2=O)cc1	9	-1	0.0	-3	18	0	-13	-0.96	5

# Three compounds from above, sorted by their value in PERK inh, high to low.
No.	Molecule	Rad51 HR inh	PERK inh	Furin inhibitor	m-calpain inh	FXIIa inh	FXIa inh	KCC2 mod	hK5 inh
6	CC(=O)c1cnc2c(-c3ccc(Cl)cc3)c(C)nn2c1C	1	1.0	-9[20 µM]	-53	14	4	-0.02	-3
3	O=C(Oc1c(Cl)cc(Cl)c2cccnc12)c1ccco1	/	-0.1	-24[20 µM]	-7	10	1	/	-12
8	CCC(=O)NCCCCCCNC(=O)CC	6	-0.4	-23[20 µM]	-17	0	-1	0.93	0

# New compounds follow:
nr	SMILES	Rad51 HR inh	Thrombin inh	PERK inh	Furin inhibitor	m-calpain inh	FXIIa inh	FXIa inh	KCC2 mod	hK5 inh
11	CCN(CC)c1ccc(/C=C2/SC(=O)N(C(C)C)C2=O)o1	i	-4	-0.9	-16	36	4	3	i	-11
12	Cc1nc2ccc(S(=O)(=O)N(C)CC(=O)Nc3ccccc3F)cc2s1	/	2	1.6	-14	-25	10	0	0.002	/
13	COC(C[C@@H]1O[C@@H]1[C@H](O)COCc1ccccc1)OC	0	-6	/	-29	-6	3	-2	-0.063	0
14	Cc1cc(C)cc(C(=O)NN2CCN(C)CC2)c1	-11	-2	-0.9	1	20	4	-6	-0.14	3
15	O=C(CC(c1ccco1)S(=O)(=O)c1ccccc1)c1ccccc1 (centres undefined)	6	-5	0.4	-26	-11	3	3	0.96	-1
16	CSc1ccccc1NC(=O)CCc1ccccc1	3	0	1.9	-18	-22	6	-3	-0.057	-5
17	NS(=O)(=O)c1ccc(Nc2nc(-c3ccc4ccccc4c3)cs2)cc1	-4	2	-0.4	-11[20 µM]	5	14	4	1.6	-6
18	COc1ccc(NC(=S)N(CCc2nc3cc(C)c(C)cc3[nH]2)Cc2cccnc2)cc1	2	-3	-1.1	-25[20 µM]	4	7	-1	-0.0052	29
19	CN(C(=O)N1CCN(c2ccccn2)CC1)c1ccccc1	-4	-4	0.0	-14[20 µM]	-39	17	-5	-1.1	-5
20	CC1(C)CC(=O)C=C(Nc2ccccn2)C1	2	-5	1.6	-11	-25	2	2	-0.62	-20
21	CSc1nnc(C)c(=O)n1COC(=O)COc1ccccc1F	10	10	1.6	-24	-27	0	-7	-0.095	-5
22	O=C(NNc1nc(-c2ccccc2)cs1)c1ccco1	1	3	0.3	-1	18	4	-7	-6.2*	-41
23	CCCn1c(N2CCN(C)CC2)nc2c1c(=O)[nH]c(=O)n2C	-3	2	1.7	-13[20 µM]	-5	19	11	1.8	-2
24	COc1ccc(-c2cc(C(=O)N3CCN(c4ccccc4)CC3)c3ccccc3n2)cc1	-3	-3	0.3	-21	-220	4	-2	/	0
25	O=C(NCc1ccc(N2CCCC2=O)cc1)Nc1ccccc1	5	-5	0.4	-21[20 µM]	-2	7	4	-0.13	-11
26	C=CCN(c1ccccc1)S(=O)(=O)c1cccc(C(=O)OCC(=O)NC2CC2)c1	16	2	0.3	-6	4	1	-4	-0.011	23
27	O=C(Cn1cnc2ccccc21)N1CCc2ccccc21	4	-1	0.4	-23	-19	2	8	0.26	-19
28	CCn1ccc(C(=O)Nc2c(C)nn(Cc3c(F)c(F)c(F)c(F)c3F)c2C)n1	-1	-2	-1.2	-12	19	8	-2	0.78	-7
29	C/C(N)=C(/C#N)C(=O)COC(=O)CCCNC(=O)c1ccc(Cl)cc1	17	-4	0.6	-33	-23	9	3	1.5	2
30	CCOC(=O)CCc1c(C)c2ccc(OCc3nn[nH]n3)cc2oc1=O	2	-6	0.8	-37	-405	0	-4	0.92	-29
31	CC(C)CCNC(=O)Nc1ccc2c(c1)N(C)C(=O)CS2	7	2	-0.1	-20[20 µM]	-15	0	0	0.34	4
32	CC(=O)Nc1cccc(Cl)c1C(=O)O	12	2	0.1	-12	2	6	2	1.6	-13
33	CCCCNc1nnc(SCC(=O)N2CCN(S(=O)(=O)c3ccc4ccccc4c3)CC2)s1	-4	1	-1.0	-8[20 µM]	-55	19	4	-0.98	-9
34	Cc1ncoc1C(=O)N1CCCC(C(=O)c2ccc(-c3ccccc3)c(F)c2)C1 (centres undefined)	-5	-3	0.2	-20	23	10	2	-1.8	/
35	O=C(c1cc2sccc2n1Cc1ccc(F)cc1)N1CCCc2ccccc21	-4	-5	0.0	-12[20 µM]	-5	9	0	-2.2	-14
36	CC(C)(C)OC(=O)NCCCC[C@H](NC(=O)c1[nH]cnc1C(=O)Nc1ccc(Cl)cc1)C(=O)OC(C)(C)C	-1	-8	/	-15	31	2	-4	/	-7
37	COc1ccccc1C(c1nnnn1CCc1ccccc1)N1CCN(c2ccccc2)CC1 (centres undefined)	-4	-2	0.7	-26	-11	10	-3	-4.4	12
38	O=C(N/N=C/c1ccccc1)c1n[nH]c2c1CCCC2	5	-4	-0.1	-29	3	9	-2	-0.03	-2
39	Cc1nn(-c2ccccc2)c2c1cc1c(=O)n(C)c(=O)nc-1n2-c1ccccc1F	/	-26	0.1	-112	-331	-21	-15	0.63	-15
40	Cc1ccc(CN(C(=O)c2sc3ccccc3c2Cl)C2CCS(=O)(=O)C2)cc1 (centres undefined)	-5	1	-1.2	-11[20 µM]	-12	6	-1	0.11	21
41	CCN(CC)c1ccc(NC(=O)c2cc(OC)cc(OC)c2)c(C)c1	/	-8	-0.5	-21[20 µM]	-2	8	3	-0.45	-10
42	O=C(Cn1c(NCCO)nc2ccccc21)c1ccccc1	/	-4	0.1	-24	-5	7	4	0.68	-4
43	O=C(Nc1ccc(F)cc1F)c1ccco1	0	-7	0.0	-24[20 µM]	18	0	-13	-0.1	8
44	CCOC(=O)c1sc(Nc2ccc(F)cc2)nc1C	9	-3	0.6	-21	-18	1	-3	0.14	-14
45	COc1cccc(NC(=O)CSc2nc(C)cs2)c1	5	-2	0.5	-11[20 µM]	-19	9	-2	0.21	14
46	COc1ccc(OCc2n[nH]c(=S)n2N)cc1	5	4	0.8	-23	-20	9	-1	0.18	2
47	Cc1cccc(NS(=O)(=O)c2cc(C(=O)OCC(=O)Nc3cc(C)on3)ccc2C)c1	0	2	0.3	-20	16	20	0	/	-7
48	O=C(O)c1cc([N+](=O)[O-])ccc1NCc1ccccc1	/	0	1.7	4	-14	9	0	-5.3*	/
49	CCCC(=O)N1CCN(c2ccc(NC(=O)c3ccc([N+](=O)[O-])o3)cc2Cl)CC1	/	4	0.5	-2	31	7	5	/	4
50	Cc1ccc(CN2CCN(Cc3cccn3-c3ccccn3)CC2CCO)o1 (centres undefined)	6	2	0.8	-17	-18	13	2	-0.31	/
51	COc1ccc(CN(CC2CCCO2)C(=O)CN2C(=O)COc3ccccc32)cc1OC (centres undefined)	0	-2	-0.8	-19[20 µM]	2	11	6	-0.4	2
52	O=C(NCc1ccco1)c1ccc(Cl)s1	/	-3	-0.1	-22	-12	4	-8	0.42	-2
53	Cc1ccsc1C(=O)NNC(=O)C1C2C=CC(C2)C1C(=O)O (centres undefined)	5	-7	0.7	-36	-18	3	1	-0.16	-19
54	Cn1ncc([N+](=O)[O-])c1C(=O)Nc1ccc(-c2nc3ccccc3o2)cc1	-28	6	0.1	-3	-6	5	-1	0.6	-4
55	CCOC(=O)CSc1nc2ccccc2c(=O)n1CC(C)C	/	3	0.0	-12	20	24	5	0.16	16
56	CCSC1=N/C(=C\c2ccc3c(c2)OCO3)C(=O)S1	-2	-2	-0.3	-12[20 µM]	-22	17	10	0.59	1
57	CC1=NN(C(N)=S)C(=O)C1N=Nc1cccc(C)c1 (centres undefined)	2	1	0.1	-30	5	13	1	0.3	2
58	Cc1ccc([N+](=O)[O-])cc1-c1ccc(/C=N/NC(=O)c2cc3c(ccc4ccccc43)o2)o1	/	9	0.6	-3[20 µM]	-249	12	-4	-0.31	-13
59	CCOC(=O)c1c(C)oc2c1C(=O)c1ccccc1C2=O	1	4	0.0	-16	16	12	2	0.24	/
60	CC(NC(=O)c1ccccc1F)C(=O)O (centres undefined)	-2	-8	1.1	-13[20 µM]	-15	3	-7	/	-8

# Continued.
nr	SMILES	Rad51 HR inh	Thrombin inh	PERK inh	Furin inhibitor	m-calpain inh	FXIIa inh	FXIa inh	KCC2 mod	hK5 inh
61	COc1ccc(N(CC(=O)Nc2ccccc2C(=O)NCCc2ccccc2)S(C)(=O)=O)cc1OC	0	-7	-2.4	-14[20 µM]	-25	9	0	1.4	-7
62	Cc1ccc(N2C(=O)C(NC(=O)c3c(F)cccc3F)(C(F)(F)F)C3=C2CC(C)(C)CC3=O)cc1 (centres undefined)	-24	-9	-0.9	-17	6	11	4	-0.46	-10
63	Cc1ccc(-c2[nH]c(=O)n3ccncc23)s1	-3	-2	1.3	8	-83	1	1	0.0084	-9
64	COc1ccc(NC(C)=O)cc1S(=O)(=O)N1CCN(C/C=C/c2ccccc2)CC1	5	-1	-1.0	-21	-25	4	-6	-0.02	-4
65	COC(=O)c1[nH]c2ccccc2c1NC(=O)CN1CCCCCC1	-2	-3	-0.2	-24	0	-6	-9	/	-19
66	O=C(Nc1ccc2oc(-c3ccccc3F)nc2c1)c1ncn[nH]1	/	-2	0.3	-8[20 µM]	-252	5	-3	-1.1	-96
67	Cc1ccc(Cn2nc(C)c3cc(C(=O)OCC(N)=O)sc32)cc1	-2	-6	0.2	-19[20 µM]	26	5	0	0.4	8
68	O=C(Nc1sc2c(c1-c1nc3ccccc3[nH]1)CCCC2)C1CCCC1	0	-4	-0.5	-18[20 µM]	-63	7	-3	0.28	-46

# Only part of the results is shown; the hit share may differ from the screen's.
